# PPC-1+TRAIL kill: compounds killing PPC-1 cancer cells with TRAIL present, primary screen, TRAIL potentiator project, ATPLite luminescence, uHTS; PPC-1 cells + TRAIL, ATPLite viability luminescence; cell killing (% activity), % at 4 µM; hit rate 0.41% among 220,000; AID 1443, 2008;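 active = cell killing above 50% in the first pass at 4 µM, then a duplicate retest at 5 µM averaging 50% or more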;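 note: plate controls were cells with TRAIL plus DMSO for no effect and medium-only wells lacking cells for full effect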
# EBV gp42 block: Epstein-Barr virus gp42 inhibitors, primary screen, biochemical, uHTS, fluorescence polarization; Glycoprotein 42 (Epstein-Barr virus (strain AG876)), Q1HVG2; Fluorescence polarization binding assay, mP read-out; inhibition, % (tested at 21.74 µM); hit rate 0.42% among 220,000; in the data active = inhibition above about 50%
# TRPML3 agonist: human TRPML3 channel agonists, primary screen, cell-based, HEK293 TRPML3-YFP, Fluo-8 calcium fluorescence, 3 µM. Mucolipin-3 (Homo sapiens), Q8TDD5. 100% = the carbachol control signal. activation, % at 3 µM. hit rate 0.29% among 220,000. AID 1448, 2008;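 active = activation above its plate's cutoff, the mean activation of the plate's test wells plus 3 SD, cut at about 12% in these data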;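 note: 0% = DMSO only wells and 100% = carbachol wells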
#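 Test system: TRPML3-YFP stable HEK293 cells. Doses: single point at 3 µM. Incubation: dye loading 1 h 37 °C then 30 min ambient, 125 s read. Signal: Fluo-8 calcium dye fluorescence, ex 470-495, em 515-575 nm. Measure: percent activation from peak-to-basal fluorescence ratio, scaled between DMSO and carbachol.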
# NCF1 inh: p47phox/p22phox peptide binding inhibitors, primary screen, biochemical, uHTS, NADPH oxidase regulatory subunit; inhibition, % at 24.7 µM; AID 1274, 2008; hit rate 0.53% among 220,000; Neutrophil cytosol factor 1 (Homo sapiens), P14598; fluorescence polarization, 2 h;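 active = inhibition above about 30%, limit read from the data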;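 note: 0% = p47phox with labelled peptide and 100% = labelled peptide alone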
# Target sequence (P14598 whole entry, looked up): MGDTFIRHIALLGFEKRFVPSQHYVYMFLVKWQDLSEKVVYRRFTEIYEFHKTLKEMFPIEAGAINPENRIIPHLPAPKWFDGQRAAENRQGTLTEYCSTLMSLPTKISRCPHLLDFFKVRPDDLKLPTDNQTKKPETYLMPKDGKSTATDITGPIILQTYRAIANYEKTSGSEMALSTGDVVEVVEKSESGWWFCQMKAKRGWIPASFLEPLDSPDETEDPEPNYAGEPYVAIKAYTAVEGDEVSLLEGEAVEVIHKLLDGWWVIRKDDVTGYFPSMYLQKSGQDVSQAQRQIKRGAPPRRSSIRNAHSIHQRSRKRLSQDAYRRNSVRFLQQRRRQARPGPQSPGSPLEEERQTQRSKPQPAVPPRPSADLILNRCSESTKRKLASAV
# CHOP inh: inhibitors of CHOP promoter induction, primary screen, cell-based, unfolded protein response, luciferase reporter. hit rate 3.8% among 220,000. CHO-K1 CHOP-promoter luciferase, tunicamycin-induced, 15-18 h. AID 2732, 2010. inhibition, % at 10 µM;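 active = compounds that reduced the stress-induced luciferase reporter signal by more than about 70% of percent inhibition, limit read from the data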;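 note: 0% = tunicamycin plus vehicle and 100% = wells without tunicamycin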
# TNF death inh: inhibitors of TNF-alpha triggered necroptosis, primary screen, cell-based, Jurkat FADD-/-, single concentration. hit rate 0.068% among 220,000. activation (protection from cell death), % at 10 µM. Jurkat FADD-/- TNF necroptosis rescue, ATP luminescence, 24 h; 0 = TNF only, 100 = no-TNF cells;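 active = activation, meaning protection from cell death, of at least 50% relative to plate controls; inactive = activation below 50%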;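 note: necroptosis triggered by 40 ng/mL TNF-alpha added together with compound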
# TRPN1 ag: zebrafish TRPN1 channel agonists, primary screen, cell-based, HEK293, calcium fluorescence; hit rate 0.18% among 220,000; HEK293 zebrafish TRPN1-YFP, Fluo-8 calcium fluorescence; 100% = response to 87 µM carbachol; activation, % at 3 µM; transient receptor potential cation channel N1 (TRPN1/NompC), Danio rerio;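 active = activation above its plate's cutoff, the mean activation of test wells on that plate plus 3 SD, cut at about 19% in these data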;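 note: 0% = DMSO alone and 100% = 87 µM carbachol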
#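 Material – zebrafish TRPN1-YFP in HEK293 cells · Doses – 3 µM single point · Schedule – dye 1 h 37 °C plus 30 min RT · Signal – Fluo-8 calcium fluorescence, excitation 470-495 nm, emission 515-575 nm · Read-out – % activation versus carbachol response · Control set – carbachol high, DMSO low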
# Runt-SMMHC FRET: inhibitors of RUNX1 Runt–CBFb-SMMHC binding, primary screen, biochemical, FRET, Cerulean-Runt, Venus-CBFb-SMMHC, uHTS; hit rate 0.74% among 220,000; Runt-related transcription factor 1 (Homo sapiens) + Core-binding factor subunit beta …; Cerulean-Runt/Venus-CBFb-SMMHC FRET ratio 530/480, 1 h; inhibition, % at 20 µM;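 active = mean inhibition across duplicate retests at 20 µM reaching about 50%, limit read from the data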;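 note: 0% = DMSO wells and 100% = wells with excess untagged CBFb-SMMHC; inhibitors lower the FRET ratio by blocking Runt binding to CBFb-SMMHC; some results filed as inactive read as strong as hits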
# MDM2 E3 inh: MDM2-luciferase reporter signal enhancers, primary screen, MDM2 E3 ligase inhibitor project, cell-based, luminescence, 1536-well; cell-based MDM2 ubiquitination luciferase reporter, 2 h; 0 = plate control, 100 = twice control, blank-subtracted; signal enhancement, % at 5 µM; hit rate 0.11% among 210,000;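 active = signal enhancement of 30% or more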;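 note: luminescence tracks abundance of the self-degrading MDM2-luciferase fusion protein; higher signal means inhibition of MDM2 E3 ligase activity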
# Target sequence (Q00987 whole entry, looked up, the tested form may be a part): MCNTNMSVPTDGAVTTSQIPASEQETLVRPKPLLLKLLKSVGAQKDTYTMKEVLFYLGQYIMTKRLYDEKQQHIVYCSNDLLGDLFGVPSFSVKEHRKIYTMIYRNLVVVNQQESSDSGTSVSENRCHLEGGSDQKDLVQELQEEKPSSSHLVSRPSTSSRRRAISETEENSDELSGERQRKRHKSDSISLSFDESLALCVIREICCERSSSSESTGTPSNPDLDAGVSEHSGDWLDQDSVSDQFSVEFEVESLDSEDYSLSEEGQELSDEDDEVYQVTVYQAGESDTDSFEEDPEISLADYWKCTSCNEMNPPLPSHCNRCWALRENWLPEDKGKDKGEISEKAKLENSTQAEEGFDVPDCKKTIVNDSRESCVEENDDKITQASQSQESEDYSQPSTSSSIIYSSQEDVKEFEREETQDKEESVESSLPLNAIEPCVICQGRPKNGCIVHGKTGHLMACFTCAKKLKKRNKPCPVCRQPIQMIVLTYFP
#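 Assay system: stable mammalian line carrying autodegrading MDM2–luciferase fusion reporter; amount: 2000 cells seeded into each well; buffer or medium: DMEM; benchmarks: plate control and blank wells; signal: luciferase luminescence; timing: 2 h compound exposure at 37 °C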
# The depositor's hits bear a star; x = no result given; & = joins results of further samples.
no.	SMILES	NCF1 inh	TRPML3 agonist	TNF death inh	TRPN1 ag	EBV gp42 block	PPC-1+TRAIL kill	Runt-SMMHC FRET	MDM2 E3 inh	CHOP inh
1	O=C(NCc1ccc2c(c1)CCO2)Nc1ccccc1	-5.7	0.8	4.7	0.6	-5.4	31.0	-2.8	-11.8	7.4
2	Cc1ccc(-c2nc3cccnc3o2)cc1NC(=O)COc1ccc(C(C)(C)C)cc1	-33.5	0.1	-3.5	-0.6	13.4	21.4	-1.7	-13.2	44.1
3	CN1CCN(S(=O)(=O)c2cccc(C(=O)NCc3ccc(Cl)cc3)c2)CC1	2.0	2.0	-0.2	4.0	-5.9	5.0	0.8	-7.6	18.1
4	Nc1cccc(S(=O)(=O)Nc2ccc(Br)cc2)c1	-17.8	0.6	7.0	0.8	-0.1	7.1	-0.7	-2.1	24.9
5	Cc1cccc(N2CCN(C(=O)c3ccc(Cl)c(S(=O)(=O)N4CCc5ccccc5C4)c3)CC2)c1C	-17.2	1.0	1.4	0.4	-12.1	-4.7	0.0	-0.3	56.2
6	CN(C(=O)COc1ccccc1)c1nnc(-c2cccnc2)s1	-17.2	-0.1	1.1	0.0	-2.5	23.8	5.4	4.8	29.9
7	COc1cccc(S(=O)(=O)NCc2ccc(C(=O)NCc3ccco3)cc2)c1	-14.7	0.0	-0.4	0.6	-4.2	7.3	-2.7	-10.4	27.4
8	Cc1onc(-c2c(Cl)cccc2Cl)c1C(=O)N1CCN(c2ncccn2)CC1	54.9*	0.7	2.0	1.4	-0.1	8.9	1.9	0.0	-2.8
9	O=C(COc1ccc(Cl)cc1)NCc1nnc(SCC(=O)N2CCCCC2)o1	-0.5	0.8	-1.8	1.4	-12.0	-4.3	1.8	-13.0	0.2
10	S=C(NCc1cccs1)Nc1ccc(Br)cc1Cl	-5.0	0.2	-3.5	4.4	-0.3	0.2	-0.4	-12.6	-7.2
11	COC(C(=O)NNC(=O)CCc1ccccc1)c1ccccc1 (centres undefined)	9.9	1.5	2.2	1.8	-8.8	-0.4	-2.0	-15.8	14.4
12	Cc1ccc(C(=O)NC(=S)NNC(=O)CC#N)cc1	-9.0	-0.3	-1.4	0.7	-9.1	12.8	-0.7	-2.1	18.1
13	O=C(c1ccc(Cl)nc1)N1CCN(S(=O)(=O)c2ccc(Cl)cc2)CC1	1.7	-0.9	0.7	-1.3	-4.2	11.1	2.3	-22.8	-6.5
14	CN(C)/C=C1\Oc2ccc3ccccc3c2C1=O	0.6	0.4	-2.8	2.0	-24.9	-1.5	19.8	-8.1	-0.6
15	COC(=O)C1=C(C)NC(=O)CC1c1ccccc1F (centres undefined)	-6.5	-0.2	-0.2	-1.4	-2.5	-0.4	4.9	5.4	-15.5
16	Cc1ccc(NC(=S)NC2CC3CCCC(C2)N3Cc2ccco2)cc1 (centres undefined)	-4.6	0.7	-3.6	-0.3	-1.1	6.6	-5.5	-18.1	-0.7
17	O=C1c2cccc3cccc(c23)C(=O)N1c1nncs1	2.4	0.2	2.4	-0.7	-2.3	12.2	0.6	-7.6	5.8
18	O=C(O/N=C1/CCCc2occc21)c1ccccc1	-25.4	0.6	-2.3	-0.7	1.5	1.0	0.3	-4.3	27.5
19	COc1ccccc1-c1cc(C(=O)Nc2cc(C)n(Cc3ccc(Cl)cc3)n2)no1	-17.5	1.3	-7.9	1.3	-27.6	21.0	-0.7	18.4	12.4
20	CCC(CC)c1nnc(NC(=O)c2nn(C)c(=O)c3ccccc23)s1	9.4	1.0	-0.6	-0.5	-0.6	11.3	87.1	-15.9	-0.2
21	S=C(Cc1cccnc1)N1CCOCC1	-3.3	0.0	0.1	-0.3	-8.6	22.9	19.3	-1.9	22.1
22	Cc1ccc(C(=O)NC(=S)Nc2ccccc2C)cc1	-16.6	-0.2	-0.1	-0.7	-22.2	24.9	-0.3	-0.8	27.4
23	COc1cccc(NC(=O)N2CCC(C(=O)Nc3ccc(C)cc3C)CC2)c1	-9.6	0.5	-0.7	0.9	-9.0	-4.8	-20.3	-9.3	38.1
24	c1csc(-c2cn3ccc4ccccc4c3n2)c1	-7.2	-0.6	1.0	-1.4	-11.6	17.3	-3.2	-9.6	26.1
25	Cc1oc(-c2ccc(F)cc2)nc1CN(Cc1ccccn1)CC1CCCO1 (centres undefined)	-14.0	0.4	1.1	0.1	7.3	-4.3	-0.7	-0.9	6.3
26	COc1cccc(NC(=O)C23CCC(C)(C(=O)O2)C3(C)C)c1 (centres undefined)	-5.4	0.9	0.4	-0.7	-7.8	-11.1	-1.1	-3.4	-25.5
27	CCCC(=O)Nc1ncnc2c1ncn2[C@@H]1O[C@@H]2COP(=O)(O)O[C@H]2[C@H]1OC(=O)CCC	0.9	0.9	-3.6	1.6	-12.7	5.2	-1.2	x	8.2
28	COC(=O)C1=C(C)Nc2nc3ccccc3n2C1c1cc(OC)c(OC)c(OC)c1 (centres undefined)	-6.3	-1.1	-8.8	-0.8	-20.4	7.9	-5.0	-17.2	-10.9
29	COc1ccc(S(=O)(=O)N(CC(=O)NCc2cccnc2)c2ccc(F)cc2)cc1OC	-4.4	0.6	-5.5	2.5	-11.0	7.4	3.0	2.5	-13.5
30	CCOc1ccc(NS(=O)(=O)c2ccc3[nH]cc(C(=O)N(CC)CC)c(=O)c3c2)cc1	-15.0	0.1	0.4	0.1	7.1	x	5.0	-4.5	1.2
31	S=c1[nH]c2cc(Cl)ccc2s1	7.8	1.2	-0.7	1.5	-20.8	12.6	6.4	-6.0	-18.0
32	COc1ccc(Nc2nc(CC(C)=O)ns2)cc1OC	-9.2	0.9	0.3	0.3	14.1	21.9	4.2	-15.1	-13.8
33	O=C(NCCC1=CCCCC1)c1ccc2c(c1)N(Cc1ccccc1)C(=O)CS2	-5.0	-1.3	-1.6	-1.5	-9.8	10.7	-8.1	-6.4	13.3
34	O=C(Nc1nncs1)C1c2ccccc2Oc2ccccc21	-10.0	1.1	0.1	0.6	1.0	1.4	-1.9	-12.3	8.8
35	Cc1cccc(CNCc2ccccc2)c1	1.9	0.4	1.7	-0.7	-6.4	16.6	-27.8	1.5	-1.6
36	O=[N+]([O-])c1cnc2nc(-c3ccncc3)nn2c1O	-6.5	-1.1	-1.3	0.6	-2.0	-7.2	2.5	-19.4	9.6
37	CN1OC(COC(=O)c2ccc(Cl)cc2)CC1c1ccccc1 (centres undefined)	0.3	-0.3	-2.2	-0.5	9.8	8.2	3.2	12.6	29.8
38	Cc1oc(C2CC2)cc1C(=O)O	-10.1	0.6	-2.4	0.8	-6.3	2.1	3.2	-0.8	3.9
39	CCOc1cc(CNCCc2ccc(S(N)(=O)=O)cc2)ccc1OCC(=O)NC(C)(C)C	-13.6	0.8	-6.7	-0.1	-3.2	3.0	-0.4	-25.6	7.4
40	S=c1[nH]nc(-c2cccnc2)n1/N=C/c1ccccc1	-7.8	0.3	0.6	0.0	-13.2	11.5	5.6	-7.1	4.4
41	CC1(C)CC(=O)/C(=C\c2cccc([N+](=O)[O-])c2)C(C)(C)N1	-7.3	0.6	-5.2	-0.6	-7.0	17.0	2.7	-7.4	-4.5
42	O=C1CCCC/C1=C\Nc1ccc(C(=O)O)c(O)c1	-10.8	1.0	-1.2	1.3	-9.4	-3.5	-1.4	-22.7	-8.4
43	COc1ccc(N(CC(=O)Nc2cc(C)on2)S(=O)(=O)c2ccc(Cl)cc2)cc1	-8.4	0.7	0.3	0.0	-16.6	33.0	6.6	-11.2	47.7
44	CCN(CC)S(=O)(=O)c1ccc(NC(=O)c2ccc(CN3CCOCC3)cc2)cc1	-1.8	5.3	-13.1	9.7	-9.8	17.4	1.9	-37.7	10.0
45	Nc1cc(C(=O)OCC(=O)NCC2CCCO2)ccc1Cl (centres undefined)	-7.2	0.7	-2.0	1.5	-19.4	6.3	-6.0	-16.2	-0.7
46	CCC(c1nnnn1CCOC)N1CCN(c2nc3ccccc3s2)CC1 (centres undefined)	4.0	1.9	-0.3	2.5	-6.0	x	x	-0.3	5.7
47	COc1cccc(CN2CCC(C(=O)N3CCC(C)CC3)CC2)c1	11.9	0.1	0.3	-0.1	-3.0	0.0	-1.5	0.3	7.8
48	CC(C)Oc1ccc2c(=O)c(-c3ccccc3)coc2c1	1.7&-14.1	0.7&0.2	0.7	1.4&-0.4	-3.7&-5.8	37.4&25.6	5.3&-1.7	x	43.9&31.3
49	CC(C)(C)[C@@H]1C=C(C(=O)N2CCN(Cc3ccc4c(c3)OCO4)CC2)O[C@H](OCc2ccc(CO)cc2)C1	x	-0.3	4.3	0.1	-3.2	12.2	0.5	x	-0.3
50	NC(=O)NCc1ccc(C(=O)OCc2ccncc2)cc1	0.6	0.7	0.9	0.8	0.8	15.2	1.5	x	-2.2
51	CN(C)c1ccc(/C=C/C(=O)c2cccc(Br)c2)cc1	-63.0	91.9*	-13.7	163.5*	144.0*	10.1	-281.3	-30.5	23.8
52	COc1ccc(-n2ccnc2SCC(=O)NCc2ccc3c(c2)OCO3)cc1	1.1	0.1	-1.2	-0.6	-22.6	10.2	-5.9	-35.8	13.9
53	Cc1ccc(NC(=O)c2cccc(N3C(=O)CCC3=O)c2)nc1	-11.8	0.7	0.1	1.6	-25.1	26.5	-7.1	-33.2	-3.6
54	CCOC(=O)N1CCN(S(=O)(=O)c2ccc(C(=O)Nc3nc4ccc(F)cc4s3)cc2)CC1	-3.7	0.8	3.4	0.5	-22.6	22.2	-7.0	-12.9	84.1*
55	O=C1CCCC(O)=C1N=Nc1cccc(C(=O)O)c1	-0.5	0.9	0.7	1.1	-2.4	11.3	-5.2	-23.3	13.2
56	O=C(COc1ccc(S(=O)(=O)NC2CCCCC2)cc1)NCCC1=CCCCC1	1.2	0.4	0.9	3.9	-7.3	-4.5	-2.2	5.2	45.3

# From PubChem BioAssay
